D1 antagonist: blocks dopamine activation of the human D1 receptor. actives 3.2% (n = 360,000). activity change, negative = inhibition, % at 10 µM. HEK293 TREx D1 cells, calcium flux, dopamine EC80; hits give low values. AID 504652. P21728; in the data active = activity change below about -30%; note: % is set by controls: 0 for no effect and ±100 for the full control effect
Target sequence (P21728 whole entry, looked up): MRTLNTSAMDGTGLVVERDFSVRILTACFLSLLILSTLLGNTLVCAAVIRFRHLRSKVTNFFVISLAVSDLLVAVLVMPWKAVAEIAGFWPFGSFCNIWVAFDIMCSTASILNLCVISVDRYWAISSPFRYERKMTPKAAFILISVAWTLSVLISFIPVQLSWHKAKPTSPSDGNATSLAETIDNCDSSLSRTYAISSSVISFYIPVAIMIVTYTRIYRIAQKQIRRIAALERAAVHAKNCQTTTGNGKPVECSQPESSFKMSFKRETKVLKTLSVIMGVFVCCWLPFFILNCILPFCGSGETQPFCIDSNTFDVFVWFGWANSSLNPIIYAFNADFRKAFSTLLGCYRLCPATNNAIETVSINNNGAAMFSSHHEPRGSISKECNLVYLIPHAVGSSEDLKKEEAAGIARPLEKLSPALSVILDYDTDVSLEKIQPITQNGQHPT
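Antagonism measured as reduced calcium response to an EC80 dopamine addition following 180 s compound pre-read; cells were inducible HEK293 Trex D1 plated overnight at 30 C, read kinetically at 1 cycle/sec.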
D1 PAM: human D1 dopamine receptor positive modulation | P21728 | HEK293 TREx D1 cells, calcium flux, dopamine EC20 potentiation | potentiation, % at 10 µM | actives 0.036% (n = 360,000); in the data active = potentiation above about 30%; note: 0% is about no effect
Vif-APOBEC3G blk: inhibitors of Vif-APOBEC3G interaction; AID 602310; actives 0.076% (n = 410,000); Potency, µM (doses to about 46.1 µM), without a hit: at the top dose activity, negative = active, actives largely listed as inhibitors; HeLa A3G-eYFP + Vif (tagged APOBEC3G with the HIV-1 protein that degrades it), YFP fluorescence, overnight; Q9HC16;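 note: potency is the fitted concentration of half-maximal effect; % is set by controls: 0 for no effect and ±100 for the full control effect; nearly all actives have a fitted effect of over 60% in size; hits raise eYFP signal because A3G escapes Vif-driven loss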
Target sequence (Q9HC16 whole entry, looked up): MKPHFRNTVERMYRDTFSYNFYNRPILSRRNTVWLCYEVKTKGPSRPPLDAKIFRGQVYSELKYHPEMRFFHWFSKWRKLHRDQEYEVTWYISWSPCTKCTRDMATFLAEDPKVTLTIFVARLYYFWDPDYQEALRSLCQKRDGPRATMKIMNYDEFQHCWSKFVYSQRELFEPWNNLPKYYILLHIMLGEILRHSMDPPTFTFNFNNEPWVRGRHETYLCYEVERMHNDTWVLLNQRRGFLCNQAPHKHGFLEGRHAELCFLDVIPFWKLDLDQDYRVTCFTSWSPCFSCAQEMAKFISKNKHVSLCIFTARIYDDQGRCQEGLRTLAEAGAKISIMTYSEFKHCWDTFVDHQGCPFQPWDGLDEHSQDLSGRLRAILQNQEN
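Read-out is eYFP fluorescence (Ex 488/Em 500-530) from Vif-expressing HeLa A3G-eYFP cells; more signal means A3G escaped Vif-mediated degradation. Cells plated overnight, compound pinned in, incubated overnight at 37 deg C.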
RXFP1 antagonist: RXFP1 (human) relaxin receptor antagonism. Q9HBX9. HEK293-RXFP1, relaxin-stimulated cAMP HTRF, 30 min; hits give low values. actives 0.59% (n = 350,000). activity change, negative = inhibition, % at 57.5 µM. AID 1259400;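 active = activity change of -60% or lower, but not beyond a set lower limit; inconclusive = change between -60% and -40%, or beyond the set limit; inactive = change above -40%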; note: % is set by controls: 0 for no effect and ±100 for the full control effect
D2 potentiator: positively modulates the human D2 dopamine receptor allosterically. HEK293 T-REx D2, calcium flux, EC20 dopamine potentiation. potentiation, % at 10 µM. AID 485347. P14416. actives 0.34% (n = 340,000);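 active = potentiation over 3 SD above the plate norm, cut at about 30% in these data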; note: 0% is about no effect
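Primary screen. Calcium kinetics in induced HEK293 T-REx D2 cells: compound pre-addition 180 s, EC20 dopamine, 180 s more.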
D1 ag: activates the human D1 dopamine receptor | HEK293 T-REx D1 cells, calcium flux, agonist mode | activation, % at 2 µM | actives 1% (n = 360,000) | AID 504660; in the data active = activation above about 30%; note: 0% is about no effect
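Inducible HEK293 T-REx D1 cells, force-coupled to calcium signalling, were plated at 4000 cells/well with tetracycline and held overnight at 30 C. After no-wash calcium dye loading, compound-evoked calcium rise over 180 s flagged agonists.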
GRP78 ERSR act: inducers of ER stress response in human glioma cells; Potency, µM, for inactives: at the top dose activation, most hits filed as activators; actives 0.02% (n = 420,000); U87-MG GRP78 promoter luciferase reporter, 16 h; AID 602332; note: potency is the fitted concentration of half-maximal effect; series mostly up to about 76 µM; % of control where 0% means no effect; nearly all actives have a fitted effect of over 35% in size
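Stably transfected U87-MG glioma cells carrying a GRP78-based luciferase sensor; 16 h compound incubation. Luminescence end-point read 10 min after Bright-Glo addition at room temperature.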
RXFP1 agonist: activates the human relaxin receptor RXFP1; Potency, µM (top dose mostly 57.5 µM), without a hit: at the highest dose activation, most hits filed as activators; actives 0.3% (n = 370,000); Q9HBX9; HEK293T-RXFP1 cAMP TR-FRET, 30 min; response scale: percent of porcine relaxin response, buffer zero; note: potency is the fitted concentration of half-maximal effect; % is set by controls: 0 for no effect and ±100 for the full control effect; nearly all actives have a fitted effect of over 60% in size; many of its hits are not listed in these tables
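HEK293T cells stably expressing RXFP1 were pretreated with the PDE4 inhibitor Ro 20174, exposed to compounds for 30 min at 37C, lysed, and cAMP was read by TR-FRET. Data normalized to buffer (basal) and 29 nM porcine relaxin (100%).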
Vif-APOBEC3F blk: inhibitors of Vif-A3F interaction | Potency, µM (top dose mostly 46.1 µM), for inactives: at the top dose activity, negative = active | HeLa A3F-eYFP + Vif (tagged APOBEC3F with the HIV-1 protein that degrades it), YFP fluorescence increase | actives 0.2% (n = 390,000); note: potency is the fitted concentration of half-maximal effect; % of control where 0% means no effect; nearly all actives have a fitted effect of over 65% in size
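HeLa cells stably expressing A3F-eYFP plus Vif, plated and incubated overnight at 37 deg C, then exposed to compounds overnight at 37 deg C. Blocked degradation read as raised yellow fluorescence (Ex 488/Em 500-530).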
Starred values were filed as active, the others as inactive; ? = inconclusive; nt = no result given. Unless noted, calls come from the whole dose curve; as a rule, active = well fitted curve in the direction sought with a large enough effect; inconclusive = small, poorly fitted or top-dose-only effect, or another doubt; inactive = no such curve, though single readings can be large; an effect the other way counts as inactive or inconclusive. Not all compounds are listed (hit frequency here may not be typical).

cpd	SMILES	D1 antagonist	D1 PAM	Vif-APOBEC3G blk	RXFP1 antagonist	D2 potentiator	D1 ag	GRP78 ERSR act	RXFP1 agonist	Vif-APOBEC3F blk
1	O=C(c1cc([N+](=O)[O-])cc([N+](=O)[O-])c1)N1CCN(C(=O)c2ccco2)CC1	-9	-2	2%	-2	-2	2	-2%	3.0%	-8%
2	Cc1ccccc1NC(=O)c1sc(NC(=O)COc2ccccc2)c(C#N)c1C	-14	-6	1%	23	2	12	-5%	7.5%	-10%
3	COC(=O)N(C)C[C@H]1OCc2cnnn2CCCC(=O)N([C@@H](C)CO)C[C@H]1C	nt	nt	-3%	16	nt	nt	2%	nt	-1%
4	CC1=NN(C(N)=S)C(=O)C1N=Nc1ccc(C)cc1C (stereo not drawn)	1	-3	nt	nt	-6	-1	nt	1.1%	nt
5	Cc1cc(-c2ccc(C)c(S(=O)(=O)NCCC(C)N3CCCCCC3)c2)on1 (stereo not drawn)	18	-3	2%	-4	3	1	-5%	3.0%	-5%
6	COc1ccc2c(CNCCc3cccs3)c(C(=O)O)n(Cc3ccc(F)cc3Cl)c2c1	4	6	-6%	-28	-4	-1	-3%	-3.2%	-14%
7	CS(=O)(=O)NN1C(=O)c2ccccc2NC1c1ccccc1F (stereo not drawn)	-12	3	-1%	-5	13	3	-5%	5.1%	-5%
8	CCCN(CCC)c1nn2c(=O)c(C(=O)NCc3cccc(OC)c3)cnc2s1	2	-4	3%	-35	-6	1	-2%	-1.5%	-2%
9	Cc1nn(CC(=O)Nc2ccc(Br)cc2F)c(=O)c2cccn12	2	-1	0%	-7	-6	1	-5%	3.1%	4%
10	CCOc1ccc2nc(N(CCN(CC)CC)C(=O)c3cccc([N+](=O)[O-])c3)sc2c1	17	-2	1%	-12	-6	3	-4%	0.6%	12%
11	O=[N+]([O-])c1ccccc1CCc1cnc(Cl)s1	-1	-1	0%	1	-4	0	-2%	2.3%	1%
12	COc1ccc(C)cc1S(=O)(=O)n1cnc(C)c1	6	2	1%	0	-2	0	-2%	-0.2%	5%
13	COc1ccc(N(C(=O)c2ccc(C(C)(C)C)cc2)S(=O)(=O)c2ccc(Cl)cc2)cc1	2	0	1%	nt	-2	3	-3%	-1.4%	0%
14	Cc1ccc(CNC(=O)/C=C/c2ccc(Br)o2)cc1	-5	-8	-1%	-5	-24	-1	0%	-0.3%	2%
15	Cc1ccc2c(CC(=O)Nc3c(C)n(C)n(-c4ccccc4)c3=O)coc2c1	-80*	-3	-1%	-3	4	0	-5%	-0.8%	0%
16	O=C(NC1(C(F)(F)F)NC(=O)N(Cc2ccco2)C1=O)c1cccs1 (stereo not drawn)	-4	3	0%	2	2	-1	-2%	0.4%	2%
17	CCCCN1C(=O)C(=O)NC[C@@H]1C(C)O (stereo partly drawn)	-20	2	-3%	nt	12	3	-3%	-1.2%	-14%
18	Cc1sc2ncnc(N(C)CCc3ccccn3)c2c1C	-4	-3	0%	1	nt	2	-3%	3.2%	1%
19	COc1cccc(/C(O)=C2/C(=O)C(=O)N(Cc3ccco3)C2c2ccncc2)c1 (stereo not drawn)	2	8	0%	13	nt	2	-3%	3.3%	nt
20	O=C1ON=C(c2ccccc2)/C1=C/c1ccc(O)c(O)c1	-14	3	0%	7	-8	2	-1%	-1.1%	-7%
21	CC(C)(C)OC(=O)N1CCC(c2c(C(=O)NC3CC3)cnn2-c2ccccc2)CC1	19	7	-1%	0	-9	4	-1%	4.6%	-3%
22	Cc1oc(-c2ccccc2F)nc1CS(=O)(=O)CC(=O)NCCN(C)C1CCCCC1	6	nt	6%	-15	-6	1	-7%	-0.7%	-11%
23	CCOc1ccccc1N1CCN(C(=O)C(Sc2ccccc2)c2ccccc2)CC1 (stereo not drawn)	3	-5	-6%	-3	-11	7	1%	3.0%	nt
24	Cc1cccc(C(=O)OC(C)C(=O)NC2CCCc3ccccc32)c1O (stereo not drawn)	24	11	0%	-17	6	0	-3%	4.4%	-4%
25	CCOC(=O)c1c(NC(=O)Cc2cccs2)sc(C(=O)NC2CCCC2)c1C	12	-1	0%	3	-11	4	-1%	2.9%	-7%
26	Cc1ccc2oc(=O)c3cnn(CC(=O)NCCc4ccsc4)c3c2c1	-5	nt	5%	3	-17	2	-1%	1.4%	0%
27	N#CCCN(C(=O)COC(=O)c1ccc(S(=O)(=O)N2CCCC2)cc1)c1cccc(Cl)c1	-6	-2	0%	-1	nt	31*	-6%	1.4%	-7%
28	CCOC(=O)c1ccc(NC(=O)N2CCOCC2)cc1	3	-3	3%	-11	-3	4	3%	-2.0%	12%
29	COC(=O)c1ccc(N2C(=O)CC(Sc3n[nH]c(C)n3)C2=O)cc1 (stereo not drawn)	-1	-1	-1%	5	7	2	-17%	1.3%	-5%
30	CCOC(=O)CSc1nnc([C@H](Cc2ccccc2)NC(=O)OC(C)(C)C)o1	-18	1	-4%	-24	-6	7	5%	0.1%	-2%
31	CN(C)S(=O)(=O)c1cccc(NC(=O)COc2cccc(C#N)c2)c1	4	3	4%	-6	-6	3	-2%	-1.0%	2%
32	CCOC(=O)N1CCN(C(=S)NC(=O)c2ccc(F)cc2)CC1	-10	-2	-1%	8	8	0	-1%	0.5%	-3%
33	O=C(CC1C(=O)NCCN1Cc1cccc(F)c1)NCCCN1CCCC1=O (stereo not drawn)	-1	-9	-2%	5	-12	-1	-3%	-0.7%	1%
34	CCOc1ccc(S(=O)(=O)Nc2cccc(C(=O)N3CCN(C(C)=O)CC3)c2)cc1	0	7	-1%	-2	1	9	-3%	2.9%	1%
35	O=C(CSc1nnc(-c2cccnc2)o1)c1cc2ccccc2oc1=O	-1	-6	-10%	-2	6	2	5%	4.4%	-6%
36	CCOc1ccc(CCNC(=O)CCS(=O)(=O)c2ccc(Cl)cc2)cc1OCC	-6	5	0%	-11	5	-1	-4%	0.4%	7%
37	C=CCOc1ccc(CNc2nccs2)cc1OC	-5	-5	-3%	-15	nt	-3	-9%	-0.4%	nt
38	N#Cc1c2c(c(N3CCN(CCO)CC3)n3c1nc1ccccc13)CCCC2	-1	2	nt	nt	-2	1	nt	3.4%	nt
39	O=C(CSc1nc(=O)n2ccccc2n1)NCc1ccc2c(c1)OCO2	13	-5	-1%	-19	18	-1	-4%	16%	?
40	CCN=C1S/C(=C\c2ccc(O)c(OCC)c2)C(=O)N1CC	-18	-8	-19%	-21	nt	1	4%	2.5%	-18%
41	O=C(CCC1CCCC1)N1CCN(S(=O)(=O)c2ccc(Br)cc2)CC1	-31*	-8	-1%	3	-8	0	-3%	2.1%	3%
42	O=C(Cc1cccs1)NCCc1csc(-c2ccccc2)n1	6	2	0%	-27	-4	0	1%	3.4%	1%
43	CC(=O)N1CCc2cc(S(=O)(=O)NC(CC(C)C)C(=O)N3CCCC3)ccc21 (stereo not drawn)	10	-6	-1%	14	-11	2	1%	3.4%	0%
44	COC(=O)c1sc2ccccc2c1NC(=O)c1ccc(S(=O)(=O)N2CCCCC2)cc1	-7	0	-1%	-6	-1	1	-1%	6.4%	-1%
45	CCc1ccc(NC(=S)Nc2cc(OC)c(NC(=O)C(C)C)cc2OC)cc1	-18	-4	-3%	-1	7	2	4%	-1.4%	-23%
46	C[C@@H]1CNC(=O)c2c(C(=O)N[C@@H](Cc3c[nH]c4ccccc34)C(=O)OC(C)(C)C)ncn21	nt	nt	0%	10	nt	nt	-6%	nt	-2%
47	CS(=O)(=O)NN1C(=O)c2ccccc2NC1c1c[nH]c2ccccc12 (stereo not drawn)	12	-8	-15%	1	13	1	-4%	2.3%	?
48	CC(C)N=C(NC#N)SCc1ccccc1F	-49*	-3	0%	-10	10	2	-1%	6.5%	0%
49	O=C(CNC(=O)c1ccco1)OCC(=O)c1ccc2ccccc2c1	-13	-1	1%	1	4	3	-8%	0.2%	0%
50	CCCC/C(C)=N/NC(=O)c1cn(-c2ccccc2)nc1-c1ccccc1	-11	-6	-10%	-13	-21	3	0%	-1.0%	-3%

Further results:
cpd	SMILES	D1 antagonist	D1 PAM	Vif-APOBEC3G blk	RXFP1 antagonist	D2 potentiator	D1 ag	GRP78 ERSR act	RXFP1 agonist	Vif-APOBEC3F blk
51	Cc1c(C(=O)Nc2ccccc2)c2ccc(C(F)(F)F)cc2n1O	nt	nt	-2%	-20	nt	nt	-7%	nt	2%
52	Cc1ccc(CN=c2c([N+](=O)[O-])nn(-c3cccc(Cl)c3)n2O)cc1	-34*	-5	-9%	-12	0	4	-4%	-0.1%	13%
53	CCN(CC)S(=O)(=O)c1ccc2nc(SC)sc2c1	11	-2	0%	-4	7	-4	-2%	1.3%	-8%
54	Cc1cc(OCc2cc(C(=O)N(C)C(C)c3ccccn3)no2)cc(C)c1Cl (stereo not drawn)	6	0	0%	-31	-4	10	9%	1.1%	-5%
55	COc1ccccc1C(C)NC(=O)CN(C)CC(=O)Nc1c(C)cccc1C (stereo not drawn)	-1	0	0%	2	-4	5	-3%	0.6%	1%
56	N#C/C(=C\Nc1ccc2cn[nH]c2c1)c1nc(-c2ccccc2)cs1	-4	-2	-21%	-11	0	2	-4%	0.5%	-27%

Assay outcomes deposited in PubChem BioAssay by National Center for Advancing Translational Sciences (NCATS).
